# Screens (PubChem)
# Phagocyt inh: blocks phagocytosis by macrophages; J774A.1 macrophage IgG-bead phagocytosis, imaging; inhibition, % at 5 µM; actives 0.07% (n = 110,000); AID 1029;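 active = inhibition above the mean of the plate negative controls plus 5 SD, cut at about 13% in these data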;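 also: phagocytic index as fraction of beads internalized from green versus red external bead signal; plate controls were DMSO negative control for no effect and cytochalasin-D positive control for full effect; some results beyond the cut were filed as inactive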
# HCT116 PTEN-null: PTEN-deleted cell growth suppression | HCT116 PTEN-null viability, CellTiter-Glo, 60 h; stronger effect = lower value | viability, % at 10 µM | actives 1.2% (n = 140,000) | AID 827;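 active = viability at or below a set limit, 4 SD under the median of all tested compounds, cut at about 3.7% in these data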;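 also: PTEN knockout HCT116 line with beta catenin targeted HCT116 as companion control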
# Yeast life ext: extends the lifespan of yeast; S. cerevisiae growth with nicotinamide, OD615; deaD strain in restrictive glucose medium; inhibition of the nicotinamide effect, % at 10 µM; actives 0.68% (n = 130,000); AID 775;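 active = inhibition above a set limit, placed 3 SD over the median of all compounds, cut at about 26% in these data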;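 also: 0% = nicotinamide-treated wells and 100% = cells grown without nicotinamide; some compounds called inactive have numbers as strong as hits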
#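 Assay system: DeaD-strain S. cerevisiae. Medium: CSMM-D glucose medium, restrictive. Reagent: nicotinamide, 1.5 mM, co-present with compound. Compound: 10 µM single point, 0.25% DMSO. Schedule: culture preincubation 4 h, compound exposure 48 h, both 30 °C. Detection: absorbance at 615 nm.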
# bCat KO growth: beta-catenin-lacking colon tumor cell growth suppression; viability, % at 10 µM; HCT116 beta-catenin knockout viability, CellTiter-Glo, 60 h; stronger effect = lower value; actives 1.5% (n = 140,000);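 active = viability at or under a set limit, the compound median less 4 SD, cut at about 6% in these data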;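 also: 0% = Hyamine 1622 control at 20 µM and 100% = untreated cell control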
# NPY-Y2 antag: antagonists of human neuropeptide Y receptor Y2 | P49146 | NPY-Y2 expressing cells, antagonist mode | inhibition, % at 2.7 µM | actives 0.99% (n = 140,000); in the data active = inhibition above about 17%;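 also: 0% = vehicle with agonist challenge and 100% = reference antagonist with challenge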
# Target sequence (P49146 whole entry, looked up): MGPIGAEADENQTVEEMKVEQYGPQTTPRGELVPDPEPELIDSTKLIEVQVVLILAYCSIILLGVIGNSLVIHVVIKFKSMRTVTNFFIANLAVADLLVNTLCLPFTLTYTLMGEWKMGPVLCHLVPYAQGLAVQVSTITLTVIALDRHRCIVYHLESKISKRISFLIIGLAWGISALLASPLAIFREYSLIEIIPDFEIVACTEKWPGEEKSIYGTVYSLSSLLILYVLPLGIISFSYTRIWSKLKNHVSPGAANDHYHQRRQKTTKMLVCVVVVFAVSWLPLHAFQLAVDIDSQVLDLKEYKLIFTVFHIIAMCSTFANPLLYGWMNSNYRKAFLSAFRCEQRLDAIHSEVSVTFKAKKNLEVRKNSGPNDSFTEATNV
# GALR2 antag: antagonists of human galanin receptor 2 (GALR2); actives 0.39% (n = 140,000); GALR2-expressing cells, antagonist mode; O43603; inhibition, % at 4 µM; in the data active = inhibition above about 27%;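 also: cells stimulated with galanin 1-16 at roughly its EC80; 0% = agonist challenge control and 100% = basal control without agonist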
# Target sequence (O43603 whole entry, looked up): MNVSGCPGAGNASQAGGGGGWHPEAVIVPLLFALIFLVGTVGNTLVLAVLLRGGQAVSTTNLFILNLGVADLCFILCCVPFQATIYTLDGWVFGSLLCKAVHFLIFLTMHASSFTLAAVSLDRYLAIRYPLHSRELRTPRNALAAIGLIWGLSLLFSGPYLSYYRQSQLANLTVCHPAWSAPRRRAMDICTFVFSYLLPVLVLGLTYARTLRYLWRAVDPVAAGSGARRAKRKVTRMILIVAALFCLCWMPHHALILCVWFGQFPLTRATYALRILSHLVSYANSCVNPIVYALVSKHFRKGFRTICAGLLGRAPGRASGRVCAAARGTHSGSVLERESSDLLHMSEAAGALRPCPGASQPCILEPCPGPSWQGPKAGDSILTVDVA
# Yeast growth inh: chemicals that inhibit yeast BB579 growth in restrictive medium (lifespan-shortening candidates). S. cerevisiae BB579 growth, OD615, 48 h. inhibition, % at 10 µM. actives 0.51% (n = 140,000). AID 804;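 active = inhibition above a set limit, 3 SD over the mean compound inhibition, cut at about 44% in these data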; also: inactives centre near -24
#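 Assay system: S. cerevisiae DeaD strain BB579 yeast. Medium: CSMM-D restrictive synthetic medium containing dextrose (glucose). Times: 4 h cell preincubation, 48 h compound exposure, 30 °C humidified. Signal: OD615 turbidity measurement. Benchmarks: positive control amphotericin B 10 µg/mL.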
# E-sel TNF inh: blocks E-selectin expression induced by TNF alpha; inhibition, % at 2 µM; AID 1246; HUVEC TNFa-induced E-selectin immunofluorescence, high content; actives 0.71% (n = 120,000);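 active = inhibition above the batch mean plus 3 SD, and confirmed as a hit on visual image review, cut at about 43% in these data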;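 also: 0% = TNF-stimulated DMSO wells and 100% = unstimulated control wells; not every result past the cut was called active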
# MRP1 act: activates MRP-1; H69AR cells + doxorubicin, viability rescue, CellTiter-Glo; viability increase, % at 10 µM; actives 0.61% (n = 140,000); AID 799;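 active = viability gain under doxorubicin at or above a set limit, the compound median plus 3 SD, cut at about 4.7% in these data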;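 also: MRP-1 overexpressing cells given doxorubicin 25 µM after compound pretreatment; 18-22 h compound pretreatment then 72 h with doxorubicin before readout; 0% = doxorubicin-only wells and 100% = vehicle-treated cells without doxorubicin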
# Measles CPE: protection of cells from measles virus. protection (pct of control), % at 4 µM. AID 841. Measles virus-infected cells, CPE protection, absorbance. actives 1.5% (n = 140,000); in the data active = protection mostly above about 24%, no sharp cut-off; inactive = mostly below about 26%; also: some compounds called inactive have numbers as strong as hits
# Numbers without * were called inactive; · = no result given.
SMILES	Phagocyt inh	GALR2 antag	Measles CPE	Yeast life ext	HCT116 PTEN-null	bCat KO growth	Yeast growth inh	E-sel TNF inh	NPY-Y2 antag	MRP1 act
COc1ccc(C(=O)O/N=C(\N)Cc2ccc(Cl)c(Cl)c2)cc1OC	·	-11	7	-3	78	87	-61	·	3	-5.0
Cc1ccccc1C(OCC(O)CN1CCCCC1CCO)c1ccccc1 (centres undefined)	2	8	5	-13	58	66	-27	10	6	-3.7
CC(=O)Oc1cc2oc(=O)cc(C)c2cc1OC(C)=O	-4	-2	13	-1	74	59	-35	·	2	-1.1
O=C(NC1CCCCC1)c1cc2nc(-c3ccco3)cc(C(F)(F)F)n2n1	0	-6	21	-14	118	103	-65	-11	3	0.1
O=C(Nc1ccccc1C(=O)O)c1ccc(NC(=O)c2ccc(Br)o2)cc1	·	-4	9	-2	103	97	-8	-12	4	-1.6
O=C(Cn1cnc2ccccc21)N/N=C/c1ccccn1	·	-11	10	-10	88	94	-14	-30	0	-1.4
NC(=O)c1cccnc1Sc1ccc(Cl)cc1	-2	-1	8	-4	105	91	-8	-17	0	-0.3
CC(c1cccnc1)N(CCN(C)C)C(=O)Nc1ccc(Cl)cc1 (centres undefined)	0	3	6	-11	92	89	-16	1	2	1.1
CCC(C)C(NC(=O)c1ccccc1NC(=O)c1ccco1)C(=O)NNC(=O)c1ccc(OC)cc1 (centres undefined)	-5	-6	4	-2	90	93	-24	·	5	-2.2
Nc1ncc(Br)cc1S(=O)(=O)NCCC(=O)Nc1cccc(Cl)c1	·	-4	18	-27	88	89	-32	·	-2	-1.5
COc1ccc(-n2nnnc2SCC(=O)Nc2nc3c(s2)CCCC3)cc1	·	1	16	2	92	91	-60	6	4	-0.4
COc1cc2cc(CN(Cc3cccs3)C(=S)Nc3ccc(C)cc3)c(=O)[nH]c2cc1OC	0	-4	30*	6	62	60	-13	-2	2	-4.0
COC(=O)C1=C(C)OC(N)=C(C#N)C1c1ccc(OC)c(OC)c1OC (centres undefined)	0	-13	4	3	111	108	-38	-4	1	-0.3
O=S(=O)(Nc1ccc(Cc2ccncc2)cc1)N1CCCC1	0	-11	7	-2	92	92	2	-39	1	-1.3
COc1ccc(CNC(=O)[C@H](C)[C@@H]2C[C@@]2(C)[C@@H](NC(=O)OCc2ccccc2)c2ccccc2)cc1OC	·	6	17	4	69	77	-35	-19	1	-0.5
COC(=O)C1CC(=O)N(CCc2c[nH]c3ccccc23)C1 (centres undefined)	2	9	12	-2	104	100	-53	·	2	-1.4
CC1(C)CC(=O)C(=C2SCCCS2)C(=O)C1	-1	-9	3	21	104	92	-41	-8	1	0.3
CCCNC(=O)C(NS(=O)(=O)c1ccc2c(c1)c(=O)n(C)c(=O)n2C)c1ccccc1 (centres undefined)	-1	-13	28	-3	85	98	28	14	1	-0.8
COc1cc(/C=N/NC(=O)c2cccnc2)ccc1OCC(=O)Nc1c(C)cc(C)cc1C	-2	13	7	-3	86	98	-22	-31	1	-2.8
Cc1ccc(S(=O)(=O)Nc2nc3ccccc3nc2N2CCc3ccccc3C2)cc1	-4	4	2	-4	77	78	-58	-61	1	-2.0
Cn1nc(-c2ccc(Cl)cc2)c2cc(C(=O)NC3CC3)sc21	0	8	6	-9	69	73	-17	·	-1	-4.7
COc1ccc(N2CCN(C(=O)NC34CC5CC(CC(C5)C3)C4)CC2)cc1	1	-13	24	-2	84	80	-28	·	0	-2.1
Cc1ccc(SCC(=O)c2cc(C)c(OC(=S)N(C)C)c(C)c2)cc1	-2	1	35	-9	82	91	-21	-7	3	-3.0
O=C1O/C(=C\c2ccccc2)c2ccccc21	0	5	12	-6	97	95	-5	·	3	-1.5
O=C(Nc1ccccc1N1CCN(C(=O)c2ccc(Cl)cc2)CC1)c1ccc2c(c1)OCO2	1	-12	8	7	88	84	-41	-16	3	-2.1
Cc1ccc(S(=O)(=O)N(CC(=O)NCCC2=CCCCC2)Cc2ccccc2)cc1	3	-7	17	-5	29	30	-35	12	10	-5.4
CCC1(C)Cc2ccccc2-c2nc(-c3ccccc3)oc(=O)c21 (centres undefined)	-1	-14	8	-4	85	84	-37	6	3	0.7
O=C(NCCCN1CCCC1=O)Nc1ccc(F)c(Cl)c1	0	0	5	-18	77	90	-21	9	1	-1.6
Oc1ccc(C2C(c3ccccc3)=NN=C(c3ccccc3F)N2O)c(O)c1 (centres undefined)	-2	-1	4	4	93	97	-66	3	-1	-1.4
OC(COc1cccc2ccccc12)CN1CCCC1 (centres undefined)	-4	12	7	-5	102	95	-86	1	3	-1.1
COC(=O)C(Cc1ccc(O)cc1)NC(=O)c1ccccc1 (centres undefined)	-1	4	6	-7	98	91	-17	9	-1	-1.5
O=[N+]([O-])c1ccc(S(=O)(=O)NCCc2cn3ccccc3n2)cc1	·	11	13	12	87	85	-19	-19	1	-2.9
O=C(COC(=O)c1n[nH]c2ccccc12)Nc1ccc([N+](=O)[O-])cc1	-2	-7	7	-5	85	90	-43	0	-1	2.1
CCOCCCNC(=O)N[C@@H](Cc1ccccc1)C(=O)OC	0	2	12	-4	104	98	-49	·	-1	-0.2
CCCOc1ccc(C(C)=O)cc1CN1CCOCC1	-6	-18	4	10	98	95	-43	·	1	-0.3
C=CCN(CC=C)S(=O)(=O)c1ccc(NC(=O)COc2ccccc2OC)cc1	·	0	15	·	86	83	-49	-1	-2	1.0
CCOC(=O)C1(S(=O)(=O)c2ccccc2)CCN(Cc2ccccc2)CC1	-2	-3	7	-9	80	90	8	-13	4	-3.2
CCCCOc1nc2ccccc2nc1C(C#N)C(=O)NC1CCCCC1 (centres undefined)	-1	10	15	-6	93	98	-36	3	4	-0.1
CC(C)Oc1ccc(C2CC(=O)NC3=C2C(=O)CCC3)cc1 (centres undefined)	·	0	23	-17	89	84	-21	-14	3	-0.8
COCCCn1c(=N)c(C(=O)NCC2CCCO2)cc2c(=O)n3ccccc3nc21 (centres undefined)	2	-10	15	-16	89	85	-30	10	5	-1.8
CC(=NCCCn1ccnc1)c1c(O)n(Cc2ccccc2)c(=O)[nH]c1=O	0	0	13	8	99	97	-20	15	-3	-1.9
Cc1noc(NS(=O)(=O)c2ccc(NC(=O)CC34CC5CC(CC(Br)(C5)C3)C4)cc2)c1C	·	2	26	-4	101	94	-27	1	-1	0.6
Cc1cc(=O)[nH]c2c1c(=O)[nH]n2C1CC(C)N(C)CC1C (centres undefined)	1	-4	6	-8	97	96	-15	40	2	-0.3
CCCCCNc1nc(N2CCCC2)c2c(c1C#N)CCN(C)C2	-1	-6	27	-9	54	56	-41	·	8	-2.9
Cc1ccc(S(=O)(=O)NCCC(=O)Nc2ccc3c(c2)OCO3)cc1	-1	-12	0	-6	92	93	-8	-19	4	-2.8
CC(C)NC(=O)CSc1nnc(-c2ccncc2)n1-c1ccccc1	-1	4	8	-6	109	102	-23	29	0	1.2
Cc1ccc(C(=O)OCC(=O)c2c[nH]c3ccccc23)cc1S(=O)(=O)N1CCCCC1	-4	11	38	0	86	90	0	13	1	-2.7
COc1cccc(CNC(=O)C2CCN(c3cnccn3)CC2)c1	·	2	3	·	100	93	14	-4	0	-3.5
COc1ccc(Nc2nc3ccc(C)cc3cc2C#N)c(OC)c1	5	1	2	-7	87	74	-7	22	7	-1.3
COc1ccc(-c2noc(CCC(=O)N3CCN(c4cccc(C(F)(F)F)c4)CC3)n2)cc1	·	3	1	-17	56	81	-16	-25	9	-4.7
O=C(O)c1ccccc1Nc1cccc(C(F)(F)F)c1	·	3	32	-2	99	95	18	·	8	-0.8
COc1cc2c(c(OC)c1OC)CC(=O)N(C)CC2	2	-5	3	9	101	102	-44	-2	0	0.8
O=C(CSCSCC(=O)Nc1ccc2c(c1)OCO2)Nc1ccc2c(c1)OCO2	-1	-4	5	-25	76	81	-35	3	3	-5.1
CC(=O)Nc1cccc(NC(=O)c2cc(C)on2)c1	·	14	3	-10	90	100	-21	3	0	-2.0
COC(=O)C1C/C(=N\NS(=O)(=O)c2ccc(C)cc2)c2sccc2C1 (centres undefined)	6	6	16	4	100	101	-57	9	2	-1.5
O=C(CSc1nc2c(sc3ccccc32)c(=O)n1CCCN1CCOCC1)NC1CCCC1	·	-11	3	-8	90	86	-17	-43	8	-1.5

# Carrying on.
SMILES	Phagocyt inh	GALR2 antag	Measles CPE	Yeast life ext	HCT116 PTEN-null	bCat KO growth	Yeast growth inh	E-sel TNF inh	NPY-Y2 antag	MRP1 act
O=C(Nc1ccccc1C(F)(F)F)Nc1cccc2ccccc12	3	13	12	-13	87	95	-46	-14	4	-1.4
CCOC(=O)c1[nH]c(C)c(C(=O)OCC)c1C	0	0	5	-9	79	87	-38	·	-1	-0.4
O=C(COc1ccccc1)NC(=S)Nc1ccc2c3c(cccc13)CC2	0	-24	20	-2	75	82	-24	12	5	-1.5
N=C1CCCN1CC(=O)c1ccc(Br)cc1	-2	1	18	1	98	94	-27	·	1	1.2
COC(=O)c1ccc(C(=O)OC)c(NC(=S)N2CCCCC2C)c1 (centres undefined)	-3	1	24	10	95	87	11	3	0	-2.4
O=c1oc(-c2ccccc2)nc2sc3c(c12)CCCC3	0	-9	5	-9	·	78	-24	6	7	0.1
O=C(Nc1ccccn1)Nc1cccs1	0	2	13	-18	103	101	-49	·	3	0.4
C=CCNC(=S)NNC(=O)C(CCCC)CC(C)(C)O (centres undefined)	·	-7	5	·	95	91	-8	-4	2	-2.0
CCN(CC)S(=O)(=O)c1cccc2cc(C(=O)O)c(O)cc12	-1	6	4	0	98	101	-46	1	0	0.7
CC1Cc2cc(/C(O)=C3/C(=O)C(=O)N(CCCn4ccnc4)C3c3ccco3)ccc2O1 (centres undefined)	-1	-3	0	-12	90	103	-18	1	0	-1.2
Cc1cc(C)c(S(=O)(=O)N2CCC(C(=O)NCc3ccc(Cl)cc3Cl)CC2)c(C)c1	0	-12	19	-5	80	75	-60	10	8	0.7
O=C(Oc1ccc([N+](=O)[O-])cc1)c1ccc(Cl)c(S(=O)(=O)N2CCCCC2)c1	-5	-10	20	-3	95	83	-26	-12	0	-1.1
COc1ccccc1C(=O)N1CCN(S(=O)(=O)c2ccccc2)CC1	-1	-6	4	-18	90	88	-15	5	-1	-1.0
O=C1/C(=C/c2cccs2)Cc2ccccc21	-8	-14	19	-7	72	74	-1	35	6	-4.6
CCOc1cc(N2CCOCC2)c(OCC)cc1NC(=O)CN1CCc2ccccc2C1	3	2	7	-7	86	81	8	·	5	-1.1

# Rows were taken by chance, and some 6.1% of all compounds hit somewhere here.
